DT40 TDP1 no CPT: qHTS for Inhibitors of human tyrosyl-DNA phosphodiesterase 1 (TDP1): qHTS in cells in absence of CPT; Potency, µM (series often up to 46.2 µM), inactives show at the highest dose activity change, negative = growth inhibition, hits mostly inhibitors; hit rate 15% among 420,000; DT40 Tdp1-/- hTDP1 cells, no CPT, ATP luminescence, 48 h; note: nearly all actives have a fitted effect of over 55% in size
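Chicken DT40 Tdp1-/- cells stably complemented with human TDP1 were seeded at 400 cells/well with DMSO in place of 20 nM camptothecin. After compound pinning, cells grew at least 48 hr at 37 °C; viability read by CellTiter-Glo luminescence.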
TDP1 block: inhibitors of human tyrosyl-DNA phosphodiesterase TDP1 | hit rate 0.28% among 350,000 | Potency, µM (doses to about 130 µM), for inactives: at the top dose activity change, negative = inhibition, most hits filed as inhibitors | recombinant TDP1, AlphaScreen DNA substrate cleavage | Q9NUW8; note: nearly all actives have a fitted effect of over 40% in size
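AlphaScreen read-out: signal falls as enzyme removes the 3' tyrosine-FITC from a 5'-biotinylated DNA oligo (15 nM, 5 min, RT). Enzyme was E. coli-made recombinant Tdp1 at 1 nM, exposed to compound for 15 min beforehand; beads 10 ug/ml, 10 min.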
KAT2A inh: GCN5L2 (KAT2A) acetyltransferase inhibition | GCN5L2 HAT assay, ThioGlo1 CoA-SH fluorescence | AID 504327 | Q92830 | Potency, µM (top dose mostly 58.9 µM), without a hit: at the top dose activity change, negative = inhibition, hits mostly inhibitors | hit rate 0.21% among 390,000
Target sequence (Q92830 whole entry, looked up): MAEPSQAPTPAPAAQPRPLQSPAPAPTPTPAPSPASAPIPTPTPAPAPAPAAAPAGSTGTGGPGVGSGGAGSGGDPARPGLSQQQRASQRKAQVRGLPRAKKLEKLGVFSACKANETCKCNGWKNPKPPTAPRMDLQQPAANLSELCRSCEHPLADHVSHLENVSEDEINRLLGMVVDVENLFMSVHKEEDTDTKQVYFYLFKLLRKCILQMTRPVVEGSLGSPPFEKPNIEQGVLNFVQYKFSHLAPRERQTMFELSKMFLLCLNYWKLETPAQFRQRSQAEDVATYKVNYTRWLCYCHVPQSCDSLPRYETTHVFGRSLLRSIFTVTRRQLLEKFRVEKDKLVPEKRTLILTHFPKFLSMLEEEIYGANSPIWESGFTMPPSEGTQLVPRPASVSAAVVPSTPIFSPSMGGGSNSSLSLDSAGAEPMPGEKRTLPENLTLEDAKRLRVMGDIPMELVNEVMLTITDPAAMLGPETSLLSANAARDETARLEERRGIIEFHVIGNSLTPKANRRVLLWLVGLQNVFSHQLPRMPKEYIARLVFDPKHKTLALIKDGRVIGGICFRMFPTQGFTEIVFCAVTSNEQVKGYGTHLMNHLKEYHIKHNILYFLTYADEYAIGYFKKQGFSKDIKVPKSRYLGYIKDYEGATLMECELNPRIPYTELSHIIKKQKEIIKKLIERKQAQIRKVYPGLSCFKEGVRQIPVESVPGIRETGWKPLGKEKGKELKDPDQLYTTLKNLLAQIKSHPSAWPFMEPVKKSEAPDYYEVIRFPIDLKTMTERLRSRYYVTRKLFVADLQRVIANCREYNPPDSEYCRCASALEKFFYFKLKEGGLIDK
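GCN5L2 (20nM final) in 50mM HEPES, 0.1mM EDTA pH 7.5, 0.01% Tween-20 was preincubated 15 min at room temperature with compound, then given ThioGlo1 (50uM), H3(1-25) peptide (75uM) and acetyl-CoA (70uM); CoA-thiol fluorescence (Ex340/Em540) was read at 0 and 20 min.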
* marks the source's active call; other numbers are inactive results; ? = inconclusive; · = not tested or not shown; [ ] = remark or other dose. Calls come from the whole dose curve; as a rule, active = well fitted curve in the direction sought with a large enough effect; inconclusive = small, poorly fitted or top-dose-only effect, or another doubt; inactive = no such curve, though single readings can be large; an effect the other way counts as inactive or inconclusive. % is set by controls: 0 for no effect and ±100 for the full control effect; potency is the fitted concentration of half-maximal effect. These rows are one share of the data; the hit share may differ from the screen's.

SMILES	DT40 TDP1 no CPT	TDP1 block	KAT2A inh
O=C(NC(=S)NNC(=O)c1ccc(Cl)cc1Cl)c1cccnc1	?	4.5%	-11.4%
COc1ccc(C(CNC(=O)C2CC2)N(C)C)cc1 (centres undefined)	0.1%	4.7%	-0.6%
Cc1ccc(S(=O)(=O)N(C)c2ccc(C(=O)NCC(c3cccs3)N3CCOCC3)cc2)cc1 (centres undefined)	?	1.3%	1.4%
Cc1c(/C(O)=C2/C(=O)C(=O)N(CCN3CCOCC3)C2c2cccs2)cnn1-c1ccccc1 (centres undefined)	7.8%	5.5%	-4.4%
CCN(CC)S(=O)(=O)c1ccc(N/N=C/c2ccc(O)cc2O)nc1	5.8µM*	-4.5%	-3.4%
O=c1c2ccccc2n2c(-c3ccccc3F)nnc2n1CCc1ccccc1	18.4µM*	8.6%	-2.2%
CCOc1ccc(C(=O)NC2C(=O)N3C(C(=O)O)=C(COC(C)=O)CSC23)cc1OCC (centres undefined)	?	0.7%	-5.0%
CCOC(=O)CCC(=O)Nc1cccc([N+](=O)[O-])c1	-22.0%	-3.1%	-4.4%
Cc1cc(NC(=O)c2ccc(Cn3cc([N+](=O)[O-])cn3)o2)no1	1.4%	1.2%	-2.2%
O=C(Nc1nc(-c2ccccc2)c(-c2ccccc2)s1)c1ccc(S(=O)(=O)N2CCCC2)cc1	?	-2.6%	-3.7%
CC(C)c1ccc(NC(=O)C2=NNC(=O)CC2)cc1	0.1%	0.0%	-0.2%
O=C1CN(C(=O)COC(=O)c2ccc([N+](=O)[O-])s2)c2ccccc2N1	?	2.6%	0.6%
COc1ccc(CN(C)S(=O)(=O)c2nnc(NC(=O)c3ccccc3OC)s2)cc1OC	?	2.0%	-2.9%
COc1ccc(S(=O)(=O)N2CCCCCC2)cc1C(=O)N(C)CC(=O)Nc1c(Cl)cccc1Cl	?	-4.4%	-18.8%
Nc1nc(N2CCOCC2)cc(=O)[nH]1	-5.1%	4.1%	-28.3%
CCOCCCNC(=O)c1ccccc1OC1CCN(S(C)(=O)=O)CC1	14.7%	6.0%	2.2%
O=C(CSc1ccc(C(F)(F)F)cc1[N+](=O)[O-])Nc1ccccc1	-23.1%	3.9%	-1.5%
COc1cc(OC)nc(NC(=O)CCl)n1	?	5.1%	·
COc1ccccc1N1CCN(S(=O)(=O)CCNC(=O)C2CCCC2)CC1	?	·	1.3%
CCOc1ccc(Cc2nnc(SCC(=O)Nc3c(C)cccc3C)[nH]c2=O)cc1	?	-4.9%[0.505 µM]	-10.6%
CC1CCN(C(=O)c2ccc(NC(=O)C3CCCO3)cc2)CC1 (centres undefined)	-12.2%	4.5%	-5.7%
O=C(NCCc1ccccc1)C1CCN(c2ncnc3c2nc2n3CCCCC2)CC1	3.4%	3.7%	0.6%
COC(=O)c1cc(NC(=O)CCc2c(C)nc3c4c(C)cc(C)nc4nn3c2C)cc(C(=O)OC)c1	-21.8%	3.8%	-1.8%
Cc1[nH]n(-c2ccccc2)c(=O)c1C(c1ccc(C(=O)O)cc1)c1c(C)[nH]n(-c2ccccc2)c1=O	?	0.0%	1.1%
Cc1ccc(C(=O)Nc2ccc(S(=O)(=O)N3CCOCC3)cc2)cc1C	?	·	-5.6%

2 entries from above, field by field.
Nc1nc(N2CCOCC2)cc(=O)[nH]1
  DT40 TDP1 no CPT: -5.1%; TDP1 block: 4.1%; KAT2A inh: -28.3%
CCOCCCNC(=O)c1ccccc1OC1CCN(S(C)(=O)=O)CC1
  DT40 TDP1 no CPT: 14.7%; TDP1 block: 6.0%; KAT2A inh: 2.2%

Next part
SMILES	DT40 TDP1 no CPT	TDP1 block	KAT2A inh
Cc1c(C)[n+](=O)c(-c2ccco2)c(C)n1[O-]	8.5%	3.1%	-4.3%
CCCCOc1[nH]c2nc(-c3ccco3)n(Cc3ccco3)c(=N)c2c1C#N	23.1µM*	-5.2%	-1.6%
O=c1cccccc1NN=C1CCCCCC1	1.7%	-1.2%	-3.3%
Nc1cc(N)nc(SCC(=O)NCCC2=CCCCC2)n1	-19.0%	-2.5%	-4.9%
COc1ccc(CNC(=O)CCNS(=O)(=O)c2cc(Br)cnc2N)cc1	13µM*	3.9%	-0.2%
O=C(Nc1cc2c(cc1Br)OCCO2)c1cccs1	-29.8%	-1.6%	-14.7%
Cc1nc2ccc(NC(=O)c3cccs3)cc2s1	-10.4%	2.5%	-14.1%
Cc1ccsc1-c1nc(CN(C)C(C2CC2)C2CC2)c(C)o1	?	3.6%	-3.8%
O=C(O)CSCC(=O)NCc1csc2ccc(Cl)cc12	-3.6%	5.2%	-1.5%
Cc1cc(Cl)ccc1OCC(=O)NCCCCc1ccccc1	-6.0%	-3.2%	-9.3%
CCOc1ccccc1N1CCN(C(=O)c2cc3c(C)cc(C)cc3[nH]2)CC1	23.1µM*	·	-14.2%
COc1cc(OC)cc(C(=O)Nc2cccc(N3CCCC3)c2)c1	?	2.2%	-2.9%
CC(C)(C)C(=O)Nc1nnc(SCC(=O)NCc2cccs2)s1	-1.2%	1.0%	34.8%[activator]
CCOC(=O)c1nn(-c2ccc(Cl)cc2)cc1O	-13.0%	·	-5.5%
COc1cc(C2C(C(=O)C(C)(C)C)=C(O)C(=O)N2Cc2ccccc2)ccc1O (centres undefined)	3.8%	·	-22.6%
O=C(COC(=O)c1cc(-c2cccs2)nc2ccccc12)NCc1ccco1	?	-10.3%	-18.3%
Cc1ccnc2nc(C(=O)OCC(=O)N(Cc3ccccc3)C(C)C)nn12	-17.7%	-1.3%	-2.1%
O=C(Cc1ccccc1)Nc1c(C(=O)N2CCN(c3ccc(F)cc3)CC2)oc2ccccc12	25.9µM*	2.1%	-13.6%
O=C(Nc1ccccc1Oc1cccnc1)C1CCCN(Cc2cccc(Cl)c2)C1 (centres undefined)	-16.3%	0.6%	-10.0%
CC(C)CC(NC(=O)OC(C)(C)C)c1cn([C@@H](CCCCNC(=O)OC(C)(C)C)C(=O)N2CCN(C(=O)OC(C)(C)C)CC2)nn1 (some centres undefined)	3.66µM*	7.7%	1.8%
Cc1ccc(OCCCCNC(C)(C)C)c([N+](=O)[O-])c1	?	-5.3%	-20.9%
Cc1ccc(OCC(O)CNS(=O)(=O)c2ccccc2C(=O)N2CCCCC2)cc1 (centres undefined)	?	2.1%	-0.3%
Cc1ccc(Cc2cc(-c3ccc(C)cc3)n[nH]c2=O)cc1	?	1.3%	-18.6%
Cc1cc(Cl)ccc1OCC(=O)NCCCn1ccnc1	-21.3%	5.8%	2.3%
COc1cc2c(cc1OC)C1C(=O)c3c(O)cc4c(c3OC1CO2)C=CC(C)(C)O4 (centres undefined)	0.411µM*	19.2%[56.1 µM]	-15.3%

Reprinted at random: 7 records from the list.
SMILES	DT40 TDP1 no CPT	TDP1 block	KAT2A inh
Cc1ccsc1-c1nc(CN(C)C(C2CC2)C2CC2)c(C)o1	?	3.6%	-3.8%
COc1cc2c(cc1OC)C1C(=O)c3c(O)cc4c(c3OC1CO2)C=CC(C)(C)O4 (centres undefined)	0.411µM*	19.2%[56.1 µM]	-15.3%
CCOc1ccccc1N1CCN(C(=O)c2cc3c(C)cc(C)cc3[nH]2)CC1	23.1µM*	·	-14.2%
O=C(Nc1cc2c(cc1Br)OCCO2)c1cccs1	-29.8%	-1.6%	-14.7%
O=C(Cc1ccccc1)Nc1c(C(=O)N2CCN(c3ccc(F)cc3)CC2)oc2ccccc12	25.9µM*	2.1%	-13.6%
Cc1c(C)[n+](=O)c(-c2ccco2)c(C)n1[O-]	8.5%	3.1%	-4.3%
O=C(COC(=O)c1cc(-c2cccs2)nc2ccccc12)NCc1ccco1	?	-10.3%	-18.3%

Further structures follow.
SMILES	DT40 TDP1 no CPT	TDP1 block	KAT2A inh
CCCc1cc(-c2n[nH]c(=S)n2C(C)c2ccccc2)cs1 (centres undefined)	-9.7%	5.1%	0.1%
Nc1c(N(CCCO)C(=O)C2CCCCC2)c(=O)[nH]c(=O)n1Cc1ccccc1	13.3%	-0.3%	0.2%
Cc1ccc(NC(=O)COC(=O)c2cccc3c2C(=O)c2ccccc2C3=O)c(C)c1	?	2.6%	17.9%
Cc1c(N=Cc2nc3ccccc3[nH]2)c(=O)n(-c2ccccc2)n1C	?	3.1%	-9.0%
CCOC(=O)N1CCC(N2CCCC(C(=O)c3cc(C)c(OC)c(C)c3)C2)CC1 (centres undefined)	-27.1%	2.5%	?
Cc1nc2c(c(=O)[nH]1)CSCC2	·	1.0%	-4.3%
CCN(CC)S(=O)(=O)c1csc(C(=O)NC2CCCCC2)c1	-23.0%	0.0%	-2.8%
Cn1nnnc1SCC(=O)Nc1ccc(Cl)cn1	21.5%	2.4%	-2.6%
Cc1c(C(=O)Nc2ccc3c(c2)OCO3)sc2nc(-c3ccccc3)cn12	?	5.2%	-0.1%
CCOC(=O)c1ccc(CN(Cc2ccc(C)cc2)S(=O)(=O)c2ccc(NC(C)=O)cc2)cc1	14.6µM*	0.0%	-0.6%
Cc1cccc(-c2ncc(CN3CCCC(CO)(Cc4cccc(Cl)c4)C3)cn2)c1 (centres undefined)	?	-2.6%	-25.0%
CCOc1nc2cnccc2n(CC(=O)Nc2cccc(C)c2C)c1=O	-1.5%	2.7%	5.4%
Cc1nn(C)c(Cl)c1CN1CCN(C2CCCC2)C(CCO)C1 (centres undefined)	12.1%	2.6%	-4.0%
O=C(Nc1ccc(Cl)cc1C(=O)NCc1cccnc1)c1ccc(Cl)cc1Cl	18.4µM*	-0.6%	-7.7%
COc1ccc(C2C3=C(CCCC3=O)Nc3nc(SCc4ccccc4)nn32)cc1OC (centres undefined)	?	7.2%	-1.6%
O=C(N/N=C/c1ccc(F)c(F)c1)c1cccc(S(=O)(=O)N2CCCCC2)c1	-28.5%	1.7%	-5.2%
O=C(Cn1cnc2cc([N+](=O)[O-])ccc2c1=O)Nc1ccccc1-c1ccccc1	?	2.7%	1.2%
COc1cc(C(=O)NNC(=O)CN2C(=O)NC(C)(c3ccc(C)cc3)C2=O)cc(OC)c1OC (centres undefined)	-0.1%	0.4%	3.1%
Cc1cccc(OCC(=O)NNC(=O)CCN2CCN(c3ccccc3)CC2)c1C	-14.1%	-0.7%	3.0%
CCn1cnnc1SCC(=O)c1c(N)n(C2CC2)c(=O)[nH]c1=O	-5.9%	-2.5%	3.9%
Cc1cn(Cc2ccccc2Cn2cc(C)c(=O)[nH]c2=O)c(=O)[nH]c1=O	3.4%	·	-8.5%
COc1cc(C)ccc1OCCOCCOc1ccccc1[N+](=O)[O-]	?	5.5%	-1.9%
CCCc1cc(C(=O)Nc2c(C)n(C)n(-c3ccccc3)c2=O)no1	-8.8%	2.9%	-2.1%
Cc1ccc(S(=O)(=O)NCC2CCC(C(=O)NCc3ccc4c(c3)OCO4)CC2)cc1 (centres undefined)	?	6.8%	-8.4%
COc1ccc(-c2nnc(SC(C)C(=O)NCc3ccc4c(c3)OCO4)n2Cc2ccco2)cc1 (centres undefined)	14.6µM*	3.5%	0.0%

Carrying on:
SMILES	DT40 TDP1 no CPT	TDP1 block	KAT2A inh
Cc1cc(C(F)(F)F)nn1CC(=O)NNC(=S)Nc1ccc(Cl)cc1	3.0%	11.8%	-0.1%
S=C(NCc1ccccn1)Nc1ccccc1	5.0%	4.5%	1.5%
NC(=O)N(CCC(=O)O)c1ccccc1	-14.0%	-10.8%	-1.7%
COc1cc(-c2noc(-c3ccc(NC4CCCCC4)c([N+](=O)[O-])c3)n2)cc(OC)c1OC	-25.6%	11.4%	-13.9%
CCOc1ccc(N2CC(O)=C(c3ccccc3)C2=N)cc1	?	-2.5%	-1.9%
COc1ccc(N2C(=NC(C)=O)SC3CS(=O)(=O)CC32)cc1OC (centres undefined)	7.0%	-5.3%	-1.3%
CCCNC(=S)N1CCN(c2nc(C)nc3sc4c(c23)CCCC4)CC1	?	2.4%	-7.3%
O=C(NC(=S)N1CCCC1)c1ccccc1	-2.1%	4.9%	-6.8%
O=C(/C=C/c1ccc(Cl)cc1)N1CCN(c2ncccn2)CC1	·	0.9%	3.0%
CCOC(=O)C1CC(C)=C(C)CC1C(=O)O (centres undefined)	-23.4%	-1.4%	1.9%
O=C(COc1ccc2ccccc2c1)NC1CC1	-17.1%	5.7%	3.8%
Cn1c(SCc2n[nH]c(=S)n2-c2ccccc2)nnc1-c1ccccc1	6.3%	-5.3%	2.5%
COc1cccc(CNC(=O)N2CCC(CN3CCC(C)CC3)CC2)c1	-9.5%	-1.5%	2.4%
CCNC(=S)NC1CC2CCCC(C1)N2Cc1ccc(C)cc1 (centres undefined)	?	3.6%	0.2%
Cc1cc(C(=O)CSc2n[nH]c(N)n2)c(C)n1-c1cc(F)ccc1F	?	7.0%	-25.1%

Screens: PubChem BioAssay, National Center for Advancing Translational Sciences (NCATS)
